Shiga toxin inh – blocks Shiga toxin action in Vero cells. Vero cells, Shiga toxin protein synthesis inhibition reporter. AID 2315. inhibition, % at 38.7 µM. 9.2% of 290,000 active; in the data active means inhibition mostly above about 28%, no sharp cut-off; inactive means mostly below about 43%; further: 0% is about no effect
Pf growth 96h – P. falciparum growth inhibition at 96 hour, primary screen for plastid delayed-death inhibitors | P. falciparum luciferase reporter growth, 96 h | Potency, µM (highest dose often 28.7 µM), for inactives: top-dose activity change, negative = inhibition, actives largely listed as inhibitors | 6.9% of 320,000 active; further: potency means the concentration at half of the fitted maximal effect; on the % scale 0 is the no-effect control and ±100 the full control effect
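Infected RBCs, 2% Hct / 0.05% parasitemia final; luciferase-reporter P. falciparum; cpd 96 h, 37 C, 5% CO2; luciferase detection reagent; luminescence.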
HCV inh – HCV inhibition. Potency, µM (highest dose often 41.8 µM), without a hit: at the top dose activity change, negative = inhibition, most hits filed as inhibitors. Huh7.5.1 HCVcc-Cre infection, luciferase reporter, 44 h. 3.4% of 340,000 active; further: potency means the concentration at half of the fitted maximal effect; on the % scale 0 is the no-effect control and ±100 the full control effect
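After 44 h co-culture of compound, cells and HCVcc-Cre (~0.5 moi), substrate is added for 15 min at room temperature and luciferase measured over 15 sec. Cells were seeded at 1,000/well and pre-cultured 4 h.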
Pf growth 48h – P. falciparum growth inhibition at 48 hours (one generation); P. falciparum luciferase growth in erythrocytes, 48 h; Potency, µM (highest dose often 28.7 µM), for the others: at the highest dose activity change, negative = inhibition, hits mostly inhibitors; 5.9% of 310,000 active; AID 504832; further: potency means the concentration at half of the fitted maximal effect; on the % scale 0 is the no-effect control and ±100 the full control effect
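Here the parasites carry a stable luciferase gene and grow inside erythrocytes in Albumax-based RPMI medium with compound for one erythrocytic cycle. Activity is scored as loss of luminescent signal.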
Cycloheximide cs – counter-screen for Shiga toxin inhibitors: cycloheximide protein synthesis inhibition; cell reporter, cycloheximide protein synthesis inhibition counterscreen; max response, %; 12% of 300,000 active; AID 2314; in the data active means max response mostly above about 13%, no sharp cut-off; inactive means mostly below about 14%; further: read at 38.3 µM for the half of the compounds with a filed dose; 0% is about no effect
TbPYK inhibitor – inhibitors of Trypanosoma brucei pyruvate kinase; AID 624173; 0.12% of 410,000 active; TbPYK enzyme, Kinase-Glo Plus ATP luminescence, 45 min; Potency, µM (titrated, usually from 76.8 µM), without a hit: at the top dose activity, negative = inhibition, most hits filed as inhibitors; Q57TT1; further: potency means the concentration at half of the fitted maximal effect; on the % scale 0 is the no-effect control and ±100 the full control effect; nearly all actives have a fitted effect of over 50% in size
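Activity of T. brucei pyruvate kinase was followed by Kinase-Glo Plus luminescence after the enzyme reacted 45 min at room temperature with 130 uM ADP (final) and substrate. Test compounds were added before ADP at multiple concentrations.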
LmPK inhibitor – blocks Leishmania mexicana pyruvate kinase activity; Q27686; purified LmPK, Kinase-Glo ATP luminescence, 1 h; Potency, µM (top dose mostly 57.5 µM), for inactives: at the highest dose activity change, negative = inhibition, hits mostly inhibitors; 0.37% of 290,000 active; AID 1721; further: potency means the concentration at half of the fitted maximal effect; on the % scale 0 is the no-effect control and ±100 the full control effect
Target sequence (Q27686 whole entry, looked up): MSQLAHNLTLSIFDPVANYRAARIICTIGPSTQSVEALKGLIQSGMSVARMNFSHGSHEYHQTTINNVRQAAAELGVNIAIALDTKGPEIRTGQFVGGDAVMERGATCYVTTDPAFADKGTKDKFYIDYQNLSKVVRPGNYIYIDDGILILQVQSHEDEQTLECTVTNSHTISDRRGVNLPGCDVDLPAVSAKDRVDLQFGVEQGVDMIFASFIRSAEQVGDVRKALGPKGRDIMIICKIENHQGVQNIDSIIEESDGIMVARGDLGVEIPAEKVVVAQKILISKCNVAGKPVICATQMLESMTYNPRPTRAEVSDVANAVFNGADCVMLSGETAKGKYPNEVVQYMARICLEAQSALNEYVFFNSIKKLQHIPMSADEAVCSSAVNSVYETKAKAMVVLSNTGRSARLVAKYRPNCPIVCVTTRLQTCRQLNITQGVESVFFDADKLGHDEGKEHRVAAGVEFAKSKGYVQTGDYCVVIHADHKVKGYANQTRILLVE
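Kinase-Glo luminescence read after 1 h RT reaction of 0.1 nM LmPK with 0.5 mM PEP and 0.1 mM ADP. Activity scaled between uninhibited and enzyme-free controls.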
The depositor's hits bear a star; u = inconclusive; x = not tested or not shown; & = joins results of further samples; [ ] = remark or other dose. Unless noted, the call rests on the fitted dose curve; in most records, active means well fitted curve in the direction sought with a large enough effect; inconclusive means small, poorly fitted or top-dose-only effect, or another doubt; inactive means no such curve, though single readings can be large; an effect the other way counts as inactive or inconclusive.

SMILES	Shiga toxin inh	Pf growth 96h	HCV inh	Pf growth 48h	Cycloheximide cs	TbPYK inhibitor	LmPK inhibitor
CC(C)OC(=O)c1ccc(NC(=S)NC(=O)c2cncc(Br)c2)cc1	-2	u	6%	x	1	0%	4%
CNC(=S)N(CCc1c(C)[nH]c2ccc(OC)cc12)Cc1cccnc1	17	0%	-19%	-1%	5	-1%	3%[11.5 µM]
CCCCn1cnc2c(oc3ccccc32)c1=O	72*	u	-18%	69%[activator]	51*	0%	-2%
Cc1ccc2nc(NCCc3ccccc3)c3nncn3c2c1	27	186%[activator]	-1%	59%[activator]	11	6%&0%	1%
CCOC(=O)CC1CCCCN1C(=O)c1ccc2oc(CCc3ccccc3)nc2c1 (stereo unspecified)	34*	u	10µM*	-18%	17*	-6%	11%
Cc1cc(N2CCN(C)CC2)nc2ccc(NC(=S)NCCN3CCc4ccccc4C3)cc12	-3	u	11µM*	9.3µM*	-3	-15%	0%
Cn1c(SCC(=O)NC(C)(C)C)nnc1-c1cnccn1	-19	u	15%	21%	2	1%	-3%
COc1c(N2CCN(C(=S)NC3CC4CCC3C4)C(C)C2)c(F)cc2c(=O)c(C(=O)O)cn(C3CC3)c12 (stereo unspecified)	7	u	u	u	-2	-9%	7%
Cc1ccc(NC(=S)N2CCN(S(C)(=O)=O)CC2)cc1Cl	-9	44%[activator]	21%	3%	0	1%	-9%
O=C(N/C=C/c1ccco1)NCc1ccccc1	55	15%	-72%	-7%	-1	-37%	3%
Cc1ccc(N(CC(=O)NC2CCCC2)C(=O)c2c(C)noc2C)cc1C	-2	x	-21%	15%	12	1%	1%
Cc1nn(C(C)C)c(C)c1CN1CCC(C(=O)Nc2cccc(-c3cccc(F)c3)c2)CC1	-28	-17%	10µM*	u	-4	2%	-4%
CCOC(=O)C1CCN(C(=O)c2ccc(CNS(=O)(=O)c3ccc(C)cc3)cc2)CC1	2	u	0%	-18%	-2	1%	0%
Cc1ccc(C(C)C)c(OCCSc2nc3ccccc3n2CC(=O)O)c1	-7	13µM*	20%	-1%	-3	-2%	2%
CC(CCc1ccccc1)NCc1ccncc1 (stereo unspecified)	6	-14%	2%	1%	10	6%	-2%
Cn1cc(Cl)c(C(=O)Nc2nc3ccc(Cl)cc3s2)n1	71*	69%[activator]	-1%	106%[activator]	57*	-2%	5%
Cc1nn(CC(=O)Nc2ccc3c(c2)nc(CCN2CCCCC2)n3C)c(=O)c2ccccc12	-10	x	u	-16%	-5	2%	3%
CCOc1ccc2c(c1)/C(=N/N1C(=O)c3ccccc3C1=O)C(=O)N2	8	38%[activator]	2%	1%	-2	-2%	-5%
COc1ccc(NC(=O)c2nc(-n3nc(C)cc3C)ccc2Cl)cc1Cl	-1	-10%	1%	-20%	6	-1%	-3%
Cc1ccc(C)c(CSC2=NN3CCCC(=O)N=C3S2)c1	14	-23%	-5%	-22%	2	0%	12%
Cc1ccccc1NC(=O)CN1CCN(C(=O)c2ccco2)CC1	-10	1%	16%	u	1	-6%	-4%
CSc1nnc2c(n1)OC(C1CC=C(C)CC1)Nc1ccccc1-2 (stereo unspecified)	-2	12%	x	16%	-2	x	5%
COc1ccc2c(=O)c(N3C(=O)c4ccccc4C3=O)c(C)oc2c1	2	-17%	16%	10%	-2	-4%	-2%
Cc1ccccc1NS(=O)(=O)c1ccc2oc(=O)ccc2c1	-9	u	21%	u	-2	-1%	2%
O=C(COC(=O)c1ccc2c(c1)OCO2)Nc1ccccc1	41*	13%	13%	-2%	13*	-4%	-6%
O=C(COC(=O)c1cn(-c2ccccc2)nc1-c1ccccc1)c1cccc([N+](=O)[O-])c1	37	245%[activator]	-17%	18%	1	4%	5%
Cc1ccc(NC(=S)N(CCCN2CCC(C)CC2)Cc2ccco2)cc1C	-10	5%	u	-7%	-3	4%	2%
Cc1ccc(CN2CC3CC(C2)c2cccc(=O)n2C3)cc1 (stereo unspecified)	-4	51%[activator]	-12%	u	7	-4%	2%
O=C1N(c2ccccc2C(F)(F)F)O[C@]1(c1ccccc1)C1CCCCC1	x	1µM*	-7%	u	x	1%	x
Cn1nnnc1SCC(=O)N(C1CCCCC1)C1CCCCC1	16	2%	28%	-3%	-3	2%	2%

Complete entries as entered above.
`Cc1ccc(NC(=S)N(CCCN2CCC(C)CC2)Cc2ccco2)cc1C` is listed as Shiga toxin inh = -10; Pf growth 96h = 5%; HCV inh = u; Pf growth 48h = -7%; Cycloheximide cs = -3; TbPYK inhibitor = 4%; LmPK inhibitor = 2%
`CCOc1ccc2c(c1)/C(=N/N1C(=O)c3ccccc3C1=O)C(=O)N2` is listed as Shiga toxin inh = 8; Pf growth 96h = 38%[activator]; HCV inh = 2%; Pf growth 48h = 1%; Cycloheximide cs = -2; TbPYK inhibitor = -2%; LmPK inhibitor = -5%
`O=C1N(c2ccccc2C(F)(F)F)O[C@]1(c1ccccc1)C1CCCCC1` is listed as Shiga toxin inh = x; Pf growth 96h = 1µM*; HCV inh = -7%; Pf growth 48h = u; Cycloheximide cs = x; TbPYK inhibitor = 1%; LmPK inhibitor = x

(continued)
SMILES	Shiga toxin inh	Pf growth 96h	HCV inh	Pf growth 48h	Cycloheximide cs	TbPYK inhibitor	LmPK inhibitor
CC(OC(=O)COc1ccc(C#N)cc1)C(=O)Nc1ccc(Cl)cn1 (stereo unspecified)	x	16%	8%	-4%	x	1%	x
O=C(COC(=O)c1n[nH]c(=O)c2ccccc12)c1ccc(Cl)cc1	-17	59%[activator]	21%	8%	-3	-9%	3%
Cn1c(=O)c2c(nc(Oc3cccc(O)c3)n2C)n(C)c1=O	-7	234%[activator]	0%	23%	-3	-3%	-4%
CC1=NN(C(N)=S)C(=O)C1N=Nc1cccc(C)c1 (stereo unspecified)	24	u	-28%	12µM*	22*	-1%	2%
Cc1ccc2c(C)nc(NC3=NCN(Cc4ccccc4)CN3)nc2c1	-10	36%[activator]	-17%	u	-3	x	1%
CCC(=O)Nc1ccc(NC(=O)CSc2nnc(-c3ccco3)n2C)cc1	-4	129%[activator]	11%	-19%	-4	0%	-5%
CCOc1ccccc1NC(=O)CSc1nc2ccccc2nc1N1CCOCC1	-2	31%[activator]	u	u	1	1%&-7%	-5%
O=C(NCCS(=O)(=O)NCc1ccccn1)c1ccccc1	x	1%	13%	8%	x	1%	x
Cn1c(=O)c(C(=O)CCl)c(N)n(CC2CC2)c1=O	-22	u	-14%	-5%	-3	-3%	1%
O=C(COC(=O)c1cc([N+](=O)[O-])ccc1N1CCOCC1)NC1CCS(=O)(=O)C1 (stereo unspecified)	x	8%	19%	u	x	0%	x
O=C(CSc1ccc(-c2ccncc2)nn1)N1CCCCC1	-4	u	-17%	-21%	9	3%	1%
CCSc1nc(O)c(C2OC(=O)c3c2ccc(OC)c3OC)c(=O)n1-c1ccccc1 (stereo unspecified)	3	-3%	1%	x	-2	1%	3%
CCCCOC(=O)c1ccccc1C(=O)OCCCC	x	-10%	-2%	-19%	x	5%	x
CC(C)(C)c1ccc(C(=O)N2CCC(C(=O)NCC3CCCO3)CC2)cc1 (stereo unspecified)	35	-4%	-7%	19%	20*	7%	-6%
O=C(CNC(=S)NC(=O)c1cccc([N+](=O)[O-])c1)c1ccccc1	-5	10µM*	-10%	32%[activator]	4	-1%	3%
Cc1ccc(C(=O)c2cccc(N)c2)cc1C	-15	-4%	-11%	35%[activator]	-10	1%	-6%
O=C(Nc1ccc(C2=NCCN2)cc1)c1ccc(C(=O)Nc2ccc(C3=NCCN3)cc2)c([N+](=O)[O-])c1	9	0.15µM*	0%	0.37µM*	-2	3%	9%
Nc1nc(-c2ccccc2)cc(N2CCCCC2)n1	6	x	-21%	17%	3	3%	2%
Cc1ccc(-n2c3c(cc(C(=O)O)c2=O)C(=O)CC(C)(C)C3)cc1	-1	8%	20%	1%	4	-4%	1%
CCCn1c(SCC(=O)NC2CCCCC2)nnc1C1CC1	12	-4%	1%	6%	-1	-7%	-4%
C=CCn1c(C(C)NC(=O)CCC)nc2ccccc21 (stereo unspecified)	7	120%[activator]	11µM*	-3%	-1	-5%	6%
COc1cccc(CN(c2ccc3c(c2)CCC3)S(=O)(=O)c2ccc(-n3cnnn3)c(OC)c2)c1	-6	u	-20%	u	-3	1%	4%
CCN(CC(=O)Nc1c(F)cccc1F)C(=O)c1ccc(C(F)(F)F)cc1	21	30%	14%	36%[activator]	10	4%	0%
Cc1cc(C)nc(Sc2ccc([N+](=O)[O-])cc2[N+](=O)[O-])n1	-6	-14%	-1%	5.9µM*	-5	-8%	2%
Cc1ccc(N(CC(=O)N2CCN(Cc3ccccc3)CC2)S(C)(=O)=O)cc1C	-7	u	-2%	-4%	-3	3%	-4%
CCOc1ccc(Nc2nc(Cc3nnc(SCC(=O)O)o3)cs2)cc1	-8	u	-1%	26%	5	-10%	3%
COc1ccc(Cc2nnc(SCC(=O)Nc3ccc(C)cc3C)[nH]c2=O)cc1	x	25%	30%[activator]	8%	x	2%	x
COc1ccc(N2CCN(c3oc(Cc4cccc5ccccc45)nc3C#N)CC2)cc1	-6	u	u	u	-4	-2%	1%
Cc1ccc2nc(N3CCN(C(=O)c4ccco4)CC3)c3nncn3c2c1	24	u	10%	-23%	1	-7%	6%
CS(=O)(=O)c1ccc(CNC(=O)[C@]2(C(F)(F)F)C[C@H](CCc3ccccc3)CCCO2)cc1	-3	x	u	x	-3	-3%	x
COc1ccc(N2CCN(C(=O)NCc3cccc(OC)c3)CC2)cc1	-6	38%[activator]	2%	6%	-3	0%	-4%
COc1cccc(-n2nc(C(=O)N3CCN(Cc4ccccc4)CC3)c3ccccc3c2=O)c1	1	5.2µM*	-15%	u	2	1%	3%
COc1ccccc1-n1c(SCC(=O)Nc2ccccc2C)nc(O)cc1=O	14	-15%	-9%	2.6µM*	-5	4%	4%
CCOc1ccc(S(=O)(=O)N2CCN(C(=O)c3cc([N+](=O)[O-])ccc3N3CCOCC3)CC2)cc1	x	u	14%	u	x	-2%	x
C=CCn1c(O)c2ccc(C(=O)N=NC(=O)COc3ccc(OC)cc3)cc2c1O	-3	34%[activator]	x	23%	1	3%	2%
CCOCCCNC(=O)c1cc(Sc2nnc(C)s2)nc2ccccc12	2	-19%	10µM*	-24%	2	1%	0%
N#Cc1c(-c2ccccc2)nc(SCC(=O)Nc2ccc(OC(F)(F)Cl)cc2)[nH]c1=O	-4	3.7µM*	7%	-17%	-5	-2%	5%
Oc1ccccc1C=NCc1ccccc1	x	u	x	-27%	x	-4%	x
CC1(NC(=O)C2CCN(C(=O)Nc3ccccc3)CC2)CCS(=O)(=O)C1 (stereo unspecified)	1	50%[activator]	19%	36%	1	-1%	-5%
Cc1ccc(NC(=S)N(Cc2cccs2)Cc2cc3cc(C)cc(C)c3[nH]c2=O)cc1	-9	9%	5%	-6%	1	8%	-1%
COC(=O)[C@H]1C[C@H]1[C@@H](NC(=O)c1cccnc1)c1ccccc1	-8	x	21%	x	-6	0%	x
CC(C)NC(=S)Nc1c(N)[nH]c(=O)[nH]c1=O	-16	12%	1%	13%	-3	-7%	-1%

Compound activity as filed in PubChem BioAssay.
